# Bioassay records (PubChem)
# Mcl1-Noxa inh = disrupts binding of human Mcl-1 to Noxa peptide. AID 1022. TR-FRET Mcl-1/Noxa peptide binding, 2 h. hit rate 1.5% among 220,000. inhibition, % at 21.7 µM;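 active = compounds that cut the protein-peptide binding signal by more than 50% relative to plate controls in a single-dose test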;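 also: His-tagged Mcl-1 with rhodamine Noxa BH3 peptide and terbium anti-His antibody; 0% = Mcl-1 plus Noxa peptide wells and 100% = peptide-only wells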
# Target sequence (Q07820 whole entry, looked up): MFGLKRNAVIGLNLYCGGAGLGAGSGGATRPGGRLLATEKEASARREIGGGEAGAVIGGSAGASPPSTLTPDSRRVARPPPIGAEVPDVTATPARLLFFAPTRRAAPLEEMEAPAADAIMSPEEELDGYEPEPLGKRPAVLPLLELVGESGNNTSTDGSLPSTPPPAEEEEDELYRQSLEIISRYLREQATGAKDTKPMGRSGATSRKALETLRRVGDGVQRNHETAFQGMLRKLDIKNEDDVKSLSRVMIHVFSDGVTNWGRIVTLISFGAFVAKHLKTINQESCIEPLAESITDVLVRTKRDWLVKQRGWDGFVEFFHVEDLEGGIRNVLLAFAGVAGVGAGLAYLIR
# Bim-Mcl-1 = human Bim-Mcl-1 interaction inhibition; Q07820; Bead-based flow cytometry, Bim peptide-Mcl-1 binding; inhibition, % at 10 µM; hit rate 0.1% among 190,000; AID 1009; in the data active = inhibition above about 40%;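 also: 0% = no compound tracer wells and 100% = peptide blocker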
# Cdc42 wt = modulators (inhibitors or activators) of GTP binding to human Cdc42 wildtype; P60953; GST-Cdc42 beads, Bodipy-GTP binding, flow cytometry; actives lie on both sides; percent activity (GTP binding), % at 10 µM; hit rate 0.2% among 190,000; AID 761;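 active = percent activity GTP binding at least 20 points away from the 100% baseline, either down as inhibitor or up as activator; inconclusive = compound flagged as likely green fluorescent from well-wide comparison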;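 also: median bead fluorescence of bound Bodipy-FL-GTP at 100 nM; 0% = excess unlabeled GTP control and 100% = no compound control; below 100% means less GTP binding so inhibitor and above means activator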
# Target sequence (P60953 whole entry, looked up): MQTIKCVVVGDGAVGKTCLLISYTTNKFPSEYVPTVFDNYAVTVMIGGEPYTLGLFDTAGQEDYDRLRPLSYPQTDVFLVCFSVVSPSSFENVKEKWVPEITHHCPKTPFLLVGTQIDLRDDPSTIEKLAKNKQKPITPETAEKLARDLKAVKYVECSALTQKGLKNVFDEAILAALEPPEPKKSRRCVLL
# Rab7 wt modul = dog Rab7 wildtype GTP binding, inhibitors and activators; AID 758; GST-Rab7 beads, fluorescent GTP binding, flow cytometry; actives lie on both sides; untreated = 100%, excess cold GTP = 0%; GTP binding activity (percent of control), % at 10 µM; hit rate 0.055% among 190,000;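 active = fluorescent GTP binding to Rab7 beads changed by at least 20 points from the 100% baseline, either direction, mostly lower; inconclusive = compound itself probably fluorescent, or too few beads counted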;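 also: median green fluorescence of bound Bodipy-FL-GTP per Rab7 bead population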
# Pf gamet viab = P. falciparum stage V gametocyte viability inhibition; P. falciparum stage V gametocytes, ATP luminescence, 24 h; inhibition, % at 10.9 µM; hit rate 0.065% among 150,000; AID 743093;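 active = inhibition above the mean plus 3 SD of compounds within the control limits, set per campaign, cut at about 38% in these data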;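 also: 0% = DMSO wells and 100% = medium only without gametocytes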
# Avidin fluor = compound fluoresces at 488/530 nm on avidin beads. compound fluorescence 488/530 nm, flow cytometry; stronger effect = higher value. fluorescence (KMESF) at 10 µM. hit rate 0.38% among 220,000. AID 1775; in the data active = fluorescence above about 47; also: inactives centre near 10
# Rab2A wt mod = changes GTP binding to wildtype dog Rab2A, up or down; P61105; hit rate 0.19% among 190,000; AID 760; GST-Rab2 wt beads, Bodipy-GTP binding, flow cytometry; GTP binding activity, % at 10 µM;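 active = GTP binding activity at least 20 points away from 100%, either lowered or raised; inconclusive = signal likely due to the compound's own green fluorescence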;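 also: 0% = beads with excess unlabeled GTP and 100% = no-compound control corrected for plate trend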
# Mcl1-Bid inh = disrupts binding of human Mcl-1 to Bid peptide; Q07820; TR-FRET Mcl-1/Bid-Dy647 peptide binding, 1536-well; inhibition, % at 21.7 µM; hit rate 0.97% among 220,000;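 active = compounds that cut the binding signal by more than half at the single screening dose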;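 also: His-tagged Mcl-1 with europium anti-His antibody binding Bid BH3 peptide; 0% = Mcl-1 plus peptide wells and 100% = peptide-only wells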
# Rac1 act GTP bind = human Rac1 activated mutant GTP binding change | GST-Rac1 activated beads, fluorescent GTP binding, flow cytometry; actives lie on both sides; 100% means binding = to untreated wells | percent activity (GTP binding), % at 10 µM | hit rate 0.11% among 190,000 | AID 764;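 active = GTP binding at least 20 percentage points away from the 100% baseline, in either direction, so actives lie on both sides; inconclusive = Compound likely fluorescent itself, or too few beads counted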
# HRas wt GTP bind = human HRas wildtype GTP binding, change in either direction; P01112; GST-Ras wt beads, Bodipy-FL-GTP binding, flow cytometry; actives lie on both sides; GTP binding activity, % at 10 µM; hit rate 0.14% among 190,000;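 active = GTP binding activity at least 20% away from the 100% baseline, either lowered as inhibitor or raised as activator; inconclusive = flagged as likely green fluorescent, judged across all proteins in the well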;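 also: 0% = unlabeled GTP competition control and 100% = no-compound control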
# Target sequence (P01112 whole entry, looked up): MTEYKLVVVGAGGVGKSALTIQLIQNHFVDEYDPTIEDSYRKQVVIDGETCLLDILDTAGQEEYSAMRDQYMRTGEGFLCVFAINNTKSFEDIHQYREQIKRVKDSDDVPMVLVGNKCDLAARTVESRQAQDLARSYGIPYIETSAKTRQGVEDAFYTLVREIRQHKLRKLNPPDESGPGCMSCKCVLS
# Rac1 wt modul = human Rac1 wildtype GTP binding, inhibitors and activators; P63000; GST-Rac1 beads, fluorescent GTP binding, flow cytometry; actives lie on both sides; 0 = cold GTP competed, 100 = untreated; GTP binding activity (% of control), % at 10 µM; hit rate 0.27% among 190,000; AID 757;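 active = GTP binding activity at least 20 points away from the 100% control level, either lower or higher; inconclusive = compound flagged as likely green fluorescent, judged across all proteins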
# Active calls of the source: *; ? = inconclusive; . = no result given.
entry	Compound	Mcl1-Noxa inh	Bim-Mcl-1	Cdc42 wt	Rab7 wt modul	Pf gamet viab	Avidin fluor	Rab2A wt mod	Mcl1-Bid inh	Rac1 act GTP bind	HRas wt GTP bind	Rac1 wt modul
1	NNC(=O)CSCc1ccc(Cl)cc1Cl	10	0	97	102	-1	11	96	-8	94	96	100
2	O=S(=O)(c1ccc(Br)s1)N1CCN(c2ccccn2)CC1	14	-1	103	104	.	9	101	-3	101	101	102
3	CCN(CC)C(=O)N1c2ccccc2CC(N(CC)CC)c2ccccc21 (configuration not stated)	13	-2	100	92	.	13	93	-3	93	97	94
4	NS(=O)(=O)c1cccc(NC(=O)CSc2nc3ccccc3c(=O)n2CCCN2CCOCC2)c1	8	-2	101	98	9	7	102	-24	100	101	103
5	COc1ccc(N2CCN(C(=O)C3(C)CC3(Cl)Cl)CC2)cc1 (configuration not stated)	23	-1	108	99	-7	15	99	-40	102	103	107
6	O=c1nc2n(c3ncccc13)CCCCC2	9	0	98	102	5	11	98	-1	98	101	99
7	O=C(COc1cccc(-n2cnnn2)c1)NCCC1=CCCCC1	4	1	100	99	-7	5	97	-13	98	99	100
8	CC1CCN(CCOCCOc2ccccc2Br)CC1	29	1	97	96	-27	8	99	18	97	99	104
9	CC(=O)c1cccc(N2C(=O)Nc3ccccc3N2O)c1	14	-4	98	106	15	10	100	1	97	99	100
10	CC1(C)CC(=O)C/C(=N/NC(=O)C2CCN(S(=O)(=O)c3cccs3)CC2)C1	-15	-2	103	101	-2	5	100	-39	100	101	108
11	O=S(=O)(NC1CCCC1)c1ccc(Br)s1	12	-1	101	103	.	17	101	1	99	102	101
12	COc1ccc(/C=C/C(=O)c2ccc[nH]2)cc1OC	-3	0	98	98	21	6	97	-5	98	100	102
13	O=C(CSc1ccc2c(c1)OCCO2)Nc1ccc(N2CCOCC2)cc1	4	1	95	96	-2	10	94	-10	95	93	99
14	CC1Cc2ccccc2N1C(=O)CNCCCN(C)C (configuration not stated)	14	0	97	96	.	13	100	47	96	100	96
15	CCOc1cc(C(=O)Nc2ccccc2N2CCN(S(C)(=O)=O)CC2)cc(OCC)c1OCC	-4	-3	98	95	.	12	98	-19	99	99	99
16	Cc1ccc(CNC(=O)CNC(=S)N(Cc2ccccc2)Cc2cccnc2)cc1	5	2	94	95	.	19	93	-37	92	94	94
17	O=C(CSc1n[nH]c(-c2ccccc2)n1)NC(=O)NCc1ccco1	50	-4	99	94	11	25	96	-13	99	98	98
18	O=C(CSc1ccc(F)cc1)NCCSc1ccccc1	9	2	97	95	-16	7	96	4	95	95	97
19	CC(C)(C)C(=O)c1cn(CC(=O)O)c2ccccc12	-1	0	95	105	-10	13	102	-7	95	94	98
20	CCS(=O)(=O)N1CCCC(c2nc(-c3cccc(OC)c3)no2)C1 (configuration not stated)	-14	-7	102	104	.	9	103	-5	99	101	101
21	CC(C)NC(=O)CC(=O)N/N=C/c1c(F)cccc1Cl	15	-3	98	97	16	10	96	-7	95	98	101
22	Cc1oc(-c2cccc(F)c2)nc1CN1CCCCC1CCc1ccccn1 (configuration not stated)	3	0	101	97	-19	7	102	-10	99	100	100
23	COCCOC(=O)c1[nH]c2c(c1C)C(=O)CC(c1cccs1)C2 (configuration not stated)	4	-1	105	96	-21	12	98	-9	100	101	104
24	COc1ccc(N2CCN(c3cc(C)c4ccc(O)cc4n3)CC2)cc1	7	-4	101	101	.	23	100	-21	99	101	101
25	CC(C)C[C@H](N)c1cn([C@@H](CCCCN)C(=O)N2CCNCC2)nn1	21	-4	98	106	-2	5	99	4	97	97	101
26	Cc1ccc(OCC(O)CN2CC3(C)CC2CC(C)(C)C3)cc1 (configuration not stated)	26	-5	103	102	.	12	102	36	101	104	107
27	CN(C)CCNC(=O)c1cc2c(s1)-c1ccccc1OC2	8	-1	96	95	.	7	98	0	96	97	97
28	CCCCN(CCCNC(=O)C1CCN(S(=O)(=O)N2CCOCC2)CC1)c1ccccc1	-1	-4	103	103	.	14	104	-42	101	103	109
29	CCOc1ccc2nc(NC(=O)CN3CCOCC3)sc2c1	1	-1	95	101	-7	10	97	-28	95	96	95
30	COc1cc(-c2ccccc2)nc(N)n1	-16	0	98	104	.	14	98	3	95	98	96
31	CC1CN(C(=O)CCn2c(=O)oc3ccccc32)CC(C)O1 (configuration not stated)	7	-1	100	103	5	16	102	7	100	101	103
32	CCOc1ccc(CN2CCCC(CNC(=O)c3ccc(F)cc3)C2)cc1CO (configuration not stated)	13	-1	95	101	-18	12	98	-6	98	99	98
33	CCN(CCCNC(=O)C1CCN(S(=O)(=O)N2CCOCC2)CC1)c1cccc(C)c1	27	-1	100	97	.	20	98	-79	95	100	99
34	FC(F)(F)c1cc(-c2ccco2)nc(NCc2cccs2)n1	5	-2	96	93	-3	6	96	-3	96	96	100
35	Cn1c(C(=O)NCc2cccnc2)cc2sccc21	-27	3	104	100	.	12	101	-30	102	102	105
36	Cc1cccc(NC(=O)CCN2C(=O)c3ccccc3C2=O)n1	14	-4	98	99	.	28	95	-9	95	98	97
37	O=C(NC1(C(F)(F)F)N=C2SCCN2C1=O)c1ccco1 (configuration not stated)	6	-4	103	101	11	28	100	-3	100	101	106
38	Cn1ncc(Cl)c1C(=O)N1CCOCC1	-10	4	99	109	-5	8	100	-28	94	100	100
39	CC(=O)N1C(=O)/C(=C2\SC(=S)N(NS(=O)(=O)c3ccc(C)cc3)C2=O)c2ccccc21	10	5	?	?	.	7	?	-76	?	?	?
40	COCCOc1cc(NC(=O)c2cccc(OC)c2)c(Cl)cc1Cl	5	-2	101	103	.	.	104	6	95	98	101
41	CC(c1ccco1)N(C(=O)Nc1ccccc1)C1CCCCC1 (configuration not stated)	3	-2	104	99	1	20	101	-11	102	102	106
42	CCc1nnc(NS(=O)(=O)c2ccc(NC(=O)COc3ccc(Cl)c(C)c3)cc2)s1	20	-4	90	93	-17	13	88	10	88	93	96
43	CCC(=O)Nc1ccc(C(=O)NNC(=O)COc2cccc(C)c2)cc1	-2	-4	105	101	-3	5	98	-8	100	102	104
44	Cc1cc(NC(=O)CN2CCN(Cc3ccccc3)CC2)nc2c1c(=O)oc1ccccc12	28	-3	?	?	.	5	?	-1	?	?	?
45	COCCCNC(=O)c1ccccc1Oc1ccccc1	0	0	103	103	9	7	101	-21	100	104	103
46	COc1ccc(OCC#CCNC(C)(C)C)cc1	12	-1	98	104	.	13	100	25	99	104	103
47	CCOC(=O)c1cc(C(=O)OCC)cc(-n2cc(O)c(C(=O)OCC)n2)c1	3	-4	103	97	.	9	104	-46	98	102	97
48	CC(C)CNC(=S)NC1CC2CCC(C1)N2Cc1ccccc1 (configuration not stated)	.	0	100	93	.	10	95	-42	93	95	95

# Sorted by length of the SMILES (falling): some entries from above.
entry	Compound	Mcl1-Noxa inh	Bim-Mcl-1	Cdc42 wt	Rab7 wt modul	Pf gamet viab	Avidin fluor	Rab2A wt mod	Mcl1-Bid inh	Rac1 act GTP bind	HRas wt GTP bind	Rac1 wt modul
4	NS(=O)(=O)c1cccc(NC(=O)CSc2nc3ccccc3c(=O)n2CCCN2CCOCC2)c1	8	-2	101	98	9	7	102	-24	100	101	103
33	CCN(CCCNC(=O)C1CCN(S(=O)(=O)N2CCOCC2)CC1)c1cccc(C)c1	27	-1	100	97	.	20	98	-79	95	100	99
25	CC(C)C[C@H](N)c1cn([C@@H](CCCCN)C(=O)N2CCNCC2)nn1	21	-4	98	106	-2	5	99	4	97	97	101
23	COCCOC(=O)c1[nH]c2c(c1C)C(=O)CC(c1cccs1)C2 (configuration not stated)	4	-1	105	96	-21	12	98	-9	100	101	104
26	Cc1ccc(OCC(O)CN2CC3(C)CC2CC(C)(C)C3)cc1 (configuration not stated)	26	-5	103	102	.	12	102	36	101	104	107
34	FC(F)(F)c1cc(-c2ccco2)nc(NCc2cccs2)n1	5	-2	96	93	-3	6	96	-3	96	96	100
48	CC(C)CNC(=S)NC1CC2CCC(C1)N2Cc1ccccc1 (configuration not stated)	.	0	100	93	.	10	95	-42	93	95	95
9	CC(=O)c1cccc(N2C(=O)Nc3ccccc3N2O)c1	14	-4	98	106	15	10	100	1	97	99	100
12	COc1ccc(/C=C/C(=O)c2ccc[nH]2)cc1OC	-3	0	98	98	21	6	97	-5	98	100	102
35	Cn1c(C(=O)NCc2cccnc2)cc2sccc21	-27	3	104	100	.	12	101	-30	102	102	105
38	Cn1ncc(Cl)c1C(=O)N1CCOCC1	-10	4	99	109	-5	8	100	-28	94	100	100

# The listing continues.
entry	Compound	Mcl1-Noxa inh	Bim-Mcl-1	Cdc42 wt	Rab7 wt modul	Pf gamet viab	Avidin fluor	Rab2A wt mod	Mcl1-Bid inh	Rac1 act GTP bind	HRas wt GTP bind	Rac1 wt modul
49	CCOc1ccc(NC(=S)N2CCn3c(nc4ccccc43)C2)cc1	1	0	94	96	.	10	93	-45	94	95	94
50	Cc1noc(C)c1C(=O)Nc1ccc2c(c1)CCC2	-7	-2	101	97	-7	14	99	2	99	99	101
51	COCC(=O)NCCc1nc2ccccc2[nH]1	-25	2	100	98	.	6	99	-14	98	99	103
52	COc1ccccc1CNc1ccccc1F	-2	-3	96	100	-6	9	94	-25	97	96	97
53	COc1ccc(NC(=S)Nc2ccccn2)c(OC)c1	22	-1	98	97	.	38	98	-23	95	98	96
54	CCCCOc1ccc(-n2nc(C)cc2C)nn1	-15	0	98	99	6	25	101	-6	100	102	104
55	CCOC(=O)c1nn(-c2ccccc2)c(=O)c2c(NC(C)=O)scc12	15	0	100	101	-26	11	99	-6	97	98	100
56	Cc1cc(=O)[nH]c(N/N=C/c2c(C)nn(-c3ccccc3)c2C)n1	22	1	?	?	7	10	?	-12	?	?	?
57	Cc1ccccc1-n1c(C)cc(/C=C(\C#N)C(=O)NCC2CCCO2)c1C (configuration not stated)	-8	-23	100	107	.	2	100	-46	101	101	106
58	Oc1ccc(/C=N/Nc2ccccc2)cc1	27	0	101	106	.	8	101	-47	96	101	103
59	CCOC(=O)Cc1nnc(NC(=O)c2ccccc2OC)s1	9	-1	101	98	-5	12	100	-24	98	99	99
60	Cc1nc2scc(-c3ccccc3)c2c(=O)o1	8	0	96	90	-14	12	96	-61	98	93	96
